HSP90 refold inh: HSP90 inhibitors, primary screen, cell lysate, luminescence; Heat shock protein HSP 90 (rabbit reticulocyte lysate; luciferase refolding); Rabbit reticulocyte lysate, luciferase refolding luminescence, 3 h; 290,000 tested, 0.91% active; AID 1789, 2009; inhibition, % at 5.6 µM;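 active = inhibition above the screen-wide mean plus 3 SD, computed separately per campaign, cut at about 16% in these data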;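 note: 0% = DMSO wells and 100% = 60 µM geldanamycin wells; inhibitors lower the luminescence because luciferase stays unfolded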
HSF1 activator: HSF-1 activators, primary screen, NIH3T3-HGL cells, MG132 stress, luminescence, single point; NIH3T3-HGL HSF-1 luciferase reporter, 8 h; 100% = twice DMSO control signal; activation, % at 9 µM; 300,000 tested, 1.7% active;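 active = mean replicate activation of at least 50% with a set share of replicates each reaching 50%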;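 note: 0% = median of the neutral control wells and 100% = twice that signal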
AI-2 QS modul: Vibrio harveyi AI-2 quorum sensing modulators, primary screen, JMH597 strain, luminescence/OD600 ratio. Vibrio harveyi JMH597 AI-2 luminescence/OD600 ratio, 9 h; hits give low values; strain lacks LuxN and CqsS sensors; 0 = neutral-control median. activity change, % at 7.5 µM. 300,000 tested, 0.4% active. AID 2094, 2009; in the data active = activity change below about -75%, passing the limit was not always enough;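 note: luminescence divided by OD600 gain over 9 h not by final OD600 alone; inactives centre near 13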
aSyn UTR inh: MLPCN primary screen, SNCA 5' untranslated region; inhibition, % (tested at 7.5 µM); 300,000 tested, 0.82% active; alpha-synuclein 5'UTR reporter, inhibitor activity; in the data active = inhibition above about 60%;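 note: H4 neuroglioblastoma cells stably carrying SNCA 5'UTR luciferase fusion; 0% = DMSO wells and 100% = positive control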
PolyA inh: polyadenylation inhibitors in yeast reporter cells, primary screen, luminescence, S. cerevisiae. S. cerevisiae SKY197-pL101 polyadenylation reporter, beta-gal luminescence; efflux-impaired pdr1/pdr3 knockout yeast; score 100 = 6 SD above DMSO. calls only at 12 µM. 300,000 tested, 0.02% active. AID 1875, 2009;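 active = lowest replicate activity score at least 50, where 100 means six control SD above control mean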;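 note: yeast exposed to compound for 9 h at 30 °C; higher score means more reporter readthrough which indicates perturbed polyadenylation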
GSK3B inh: human GSK3beta kinase inhibitors, primary screen, biochemical, cell-free homogeneous, HTS; GST-GSK3beta kinase, ADP-Glo luminescence, 60 min; hits give low values; 300,000 tested, 0.038% active; activity score (negative = inhibition), % at 10 µM; Glycogen synthase kinase-3 beta (Homo sapiens), P49841;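 active = more than half of replicate wells score below -50%, meaning over 50% inhibition versus plate controls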;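 note: 0% = median DMSO wells and -100% = median GW8510 positive control wells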
Target sequence (P49841 whole entry, looked up): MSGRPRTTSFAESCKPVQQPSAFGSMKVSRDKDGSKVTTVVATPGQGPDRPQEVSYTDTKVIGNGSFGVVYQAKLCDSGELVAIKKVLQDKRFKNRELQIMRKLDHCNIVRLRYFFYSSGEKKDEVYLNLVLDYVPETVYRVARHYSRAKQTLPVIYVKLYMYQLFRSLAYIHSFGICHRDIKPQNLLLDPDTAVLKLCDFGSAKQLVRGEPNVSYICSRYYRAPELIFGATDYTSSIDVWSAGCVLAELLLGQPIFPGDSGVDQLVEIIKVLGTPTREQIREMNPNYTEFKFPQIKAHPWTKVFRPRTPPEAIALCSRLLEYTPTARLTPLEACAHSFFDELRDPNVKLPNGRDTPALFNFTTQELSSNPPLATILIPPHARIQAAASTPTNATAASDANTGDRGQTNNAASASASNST
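Test system: GST-tagged human GSK3beta kinase, cell-free; evaluation: activity score scaled between in-plate DMSO and GW8510 controls; measured by: ADP-Glo luminescence; incubation: 60 min reaction, RT; benchmarks: DMSO and 20 µM GW8510; reagent: peptide substrate plus 25 µM ATP (final); medium: Tris/MgCl2 kinase buffer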
HSF1 inh: HSF1 inhibitors in luciferase reporter cells, primary screen, cell-based, NIH3T3, luminescence; activity change, negative = inhibition, % at 7.5 µM (by protocol); 300,000 tested, 0.77% active; NIH3T3-HGL HSE-luciferase, MG132-induced, luminescence 8 h; hits give low values; AID 2098, 2009;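 active = more than half of replicate wells show activity change below -50%, luminescence cut by over half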;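 note: luciferase reports HSF-1 transcriptional activity via heat shock element; 0% = median of DMSO wells and -100% = zero luminescence signal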
GSK3A inh: blockers of GSK3A enzyme activity – biochemical, luminescence, cell-free homogeneous, HTS, primary screen; inhibition, % at 10 µM; Glycogen synthase kinase-3 alpha (Homo sapiens), P49840; AID 2650, 2010; GSK-3 alpha kinase, ADP-Glo luminescence, 60 min; 320,000 tested, 0.1% active;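 in the data active = inhibition above about 50%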;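 note: GST-tagged GSK-3 alpha with peptide substrate and 25 µM ATP; 0% = DMSO neutral wells and 100% = GW8510 positive control wells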
Target sequence (P49840 whole entry, looked up): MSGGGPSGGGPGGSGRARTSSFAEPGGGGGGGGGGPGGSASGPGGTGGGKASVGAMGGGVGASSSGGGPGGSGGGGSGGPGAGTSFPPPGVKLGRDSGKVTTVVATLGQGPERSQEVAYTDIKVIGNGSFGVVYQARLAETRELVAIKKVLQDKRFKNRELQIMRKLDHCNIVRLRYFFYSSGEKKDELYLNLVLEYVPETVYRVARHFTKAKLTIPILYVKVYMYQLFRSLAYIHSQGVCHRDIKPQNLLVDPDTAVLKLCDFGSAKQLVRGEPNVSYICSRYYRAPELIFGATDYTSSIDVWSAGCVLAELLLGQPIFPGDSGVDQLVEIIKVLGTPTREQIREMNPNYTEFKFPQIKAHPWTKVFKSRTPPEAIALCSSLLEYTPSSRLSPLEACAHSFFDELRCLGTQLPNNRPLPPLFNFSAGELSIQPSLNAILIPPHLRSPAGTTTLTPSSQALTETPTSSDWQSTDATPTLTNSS
IEC-6 cytotox: cytotoxicity in IEC-6 intestinal epithelial cells, primary screen, cytotoxicity control for KLF5 inhibitor project, cell-based, luminescence | 290,000 tested, 0.78% active | inhibition, % at 5 µM | IEC-6 cytotoxicity, luminescence viability; in the data active = inhibition above about 22%;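 note: 0% = plate median of test compound wells and 100% = cytotoxic reference compound wells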
KLF5 inh: KLF5 expression inhibitors, primary screen, DLD-1 cells, luminescence; 290,000 tested, 0.23% active; inhibition, % at 5 µM; DLD-1 KLF5 promoter-luciferase reporter;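 active = inhibition above a per-plate limit of that plate's mean compound inhibition plus 3 SD, cut at about 60% in these data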;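 note: 0% = DMSO wells and 100% = LY294002 at 200 µM; higher means less KLF5 promoter-driven luciferase light; inactives centre near -14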
Starred values were filed as active, the others as inactive. A portion of the library; count on the stated rates, not on these rows.

Sample of the layout (2 entries):
`NC(=O)CNC(=O)[C@@H]1CC2(CC(c3ccccc3)=NO2)CN1C(=O)c1ccc(Br)cc1` (stereo partly specified) gave HSP90 refold inh 0, HSF1 activator -31, AI-2 QS modul 9, aSyn UTR inh 17, PolyA inh inactive, GSK3B inh 1, HSF1 inh -15, GSK3A inh 1, IEC-6 cytotox 4 and KLF5 inh -29.
Screening Cc1cc2c(cc1S(=O)(=O)N1CCOCC1)NC(=O)CO2 returned HSP90 refold inh -3, HSF1 activator -3, AI-2 QS modul 17, aSyn UTR inh 20, PolyA inh inactive, GSK3B inh -3, HSF1 inh -6, GSK3A inh -2, IEC-6 cytotox -3 and KLF5 inh -3.

The list itself (from the top)
`NC(=O)CNC(=O)[C@@H]1CC2(CC(c3ccccc3)=NO2)CN1C(=O)c1ccc(Br)cc1` (stereo partly specified) gave HSP90 refold inh 0, HSF1 activator -31, AI-2 QS modul 9, aSyn UTR inh 17, PolyA inh inactive, GSK3B inh 1, HSF1 inh -15, GSK3A inh 1, IEC-6 cytotox 4 and KLF5 inh -29.
Screening Cc1cc2c(cc1S(=O)(=O)N1CCOCC1)NC(=O)CO2 returned HSP90 refold inh -3, HSF1 activator -3, AI-2 QS modul 17, aSyn UTR inh 20, PolyA inh inactive, GSK3B inh -3, HSF1 inh -6, GSK3A inh -2, IEC-6 cytotox -3 and KLF5 inh -3.
Screening CC1(c2ccccc2)NC(=O)N(CC#N)C1=O (stereo unspecified) returned HSP90 refold inh 4, HSF1 activator -13, AI-2 QS modul 10, aSyn UTR inh 2, PolyA inh inactive, GSK3B inh 3, HSF1 inh -3, GSK3A inh 0, IEC-6 cytotox 3 and KLF5 inh 10.
`Cc1ccc(C)c(C(=O)NC2CC(C)(C)NC(C)(C)C2)c1` gave HSP90 refold inh -3, HSF1 activator 3, AI-2 QS modul 8, aSyn UTR inh -13, PolyA inh inactive, GSK3B inh -4, HSF1 inh -2, GSK3A inh -4, IEC-6 cytotox 0 and KLF5 inh -3.
For O=C1c2ccccc2NC2CCCCC12 (stereo unspecified) the results were HSP90 refold inh -3, HSF1 activator 16, AI-2 QS modul 11, aSyn UTR inh -23, PolyA inh inactive, GSK3B inh 5, HSF1 inh -6, GSK3A inh 2, IEC-6 cytotox -12 and KLF5 inh -7.
Cc1ccc(-c2nnn(CC(=O)N(c3cccc(F)c3)C(C(=O)NC3CCCC3)c3ccco3)n2)o1 (stereo unspecified) was read as HSP90 refold inh 5, HSF1 activator -7, AI-2 QS modul 17, aSyn UTR inh 2, PolyA inh inactive, GSK3B inh -6, HSF1 inh -5, GSK3A inh -2, IEC-6 cytotox 2 and KLF5 inh -51.
Screening O=C1Nc2ccc(Cl)cc2C12OCCCO2 returned HSP90 refold inh -2, HSF1 activator -12, AI-2 QS modul 19, aSyn UTR inh -8, PolyA inh inactive, GSK3B inh 3, HSF1 inh -7, GSK3A inh 2, IEC-6 cytotox -5 and KLF5 inh -21.
`CC(=O)N1CCc2cc(S(=O)(=O)CCC(=O)Nc3ccc(Cl)cc3F)ccc21` gave HSP90 refold inh 2, HSF1 activator -4, AI-2 QS modul 0, aSyn UTR inh -12, PolyA inh inactive, GSK3B inh 4, HSF1 inh -4, GSK3A inh -1, IEC-6 cytotox -1 and KLF5 inh -1.
For O=C(COC(=O)Cc1ccc(Cl)c(Cl)c1)NCc1ccco1 the results were HSF1 activator -11, AI-2 QS modul 9, aSyn UTR inh 2, PolyA inh inactive, GSK3B inh 2, HSF1 inh 0 and GSK3A inh -3.
N#Cc1cc2c(cc1NC(=O)CCn1cnnn1)OCO2 was read as HSP90 refold inh 0, HSF1 activator 6, AI-2 QS modul 49, aSyn UTR inh -11, PolyA inh inactive, GSK3B inh -1, HSF1 inh 3, GSK3A inh 2, IEC-6 cytotox -4 and KLF5 inh -7.
O=C(N/N=C/c1ccc(OCc2cnc(Cl)s2)cc1)c1ccncc1 was read as HSP90 refold inh 3, HSF1 activator -6, AI-2 QS modul 53, aSyn UTR inh -23, PolyA inh inactive, GSK3B inh -6, HSF1 inh -4, GSK3A inh 0, IEC-6 cytotox 2 and KLF5 inh -41.
CCCn1c(SCC(=O)Nc2cc(Cl)ccc2OC)n[nH]c1=O was read as HSP90 refold inh 0, HSF1 activator 26, AI-2 QS modul 21, aSyn UTR inh 18, PolyA inh inactive, GSK3B inh 3, HSF1 inh 9, GSK3A inh -1, IEC-6 cytotox -8 and KLF5 inh -14.
`N#C/C(=C(/O)CSc1ncn[nH]1)c1nc2ccccc2[nH]1` gave HSP90 refold inh 1, HSF1 activator -26, AI-2 QS modul 1, aSyn UTR inh -11, PolyA inh inactive, GSK3B inh 2, HSF1 inh -14, GSK3A inh 8, IEC-6 cytotox 1 and KLF5 inh -10.
Clc1cccc(C[n+]2cc(-c3ccccc3)n3c2CCC3)c1 was read as HSP90 refold inh 3, HSF1 activator -21, AI-2 QS modul 30, aSyn UTR inh -11, PolyA inh inactive, GSK3B inh 2, HSF1 inh -11, GSK3A inh -2, IEC-6 cytotox -12 and KLF5 inh -14.
`CC1CCN(C(=O)c2cccc(S(=O)(=O)N3CCCCC3)c2)CC1` gave HSP90 refold inh -5, HSF1 activator 2, AI-2 QS modul 1, aSyn UTR inh 15, PolyA inh inactive, GSK3B inh -2, HSF1 inh -2, GSK3A inh 10, IEC-6 cytotox -14 and KLF5 inh -15.
Screening COc1ccc(Cl)cc1Nc1nc(-c2sc(NC(=O)C(C)(C)C)nc2C)cs1 returned HSP90 refold inh 0, HSF1 activator 8, AI-2 QS modul 30, aSyn UTR inh -4, PolyA inh inactive, GSK3B inh 0, HSF1 inh -2, GSK3A inh -2, IEC-6 cytotox 2 and KLF5 inh -9.
N#Cc1c(N)n(-c2ccccc2)c(=O)c2cc([N+](=O)[O-])ccc12 was read as HSP90 refold inh 0, HSF1 activator 1, AI-2 QS modul -1, aSyn UTR inh 14, PolyA inh inactive, GSK3B inh -3, HSF1 inh -5, GSK3A inh -2, IEC-6 cytotox -4 and KLF5 inh -15.
For CC(C)NC(=O)CSc1ccccc1C(=O)NNC(=O)Cn1ccc(C(F)(F)F)n1 the results were HSF1 activator 6, AI-2 QS modul 22, aSyn UTR inh 1, PolyA inh inactive, GSK3B inh 3, HSF1 inh 2 and GSK3A inh -3.
Cc1ccc(OCCNC(=O)c2cc(=O)[nH]c3ccccc23)cc1 was read as HSP90 refold inh -1, HSF1 activator -9, AI-2 QS modul 28, aSyn UTR inh 26, PolyA inh inactive, GSK3B inh -2, HSF1 inh -14, GSK3A inh -2, IEC-6 cytotox -3 and KLF5 inh 8.
Screening COc1ccc(-c2[nH]ncc2CN2CCN(Cc3cccs3)CC2)cc1F returned HSP90 refold inh 0, AI-2 QS modul 5, aSyn UTR inh 9, PolyA inh inactive, GSK3B inh 1, GSK3A inh -1, IEC-6 cytotox -4 and KLF5 inh -3.
For O=C(Nc1ccccc1)c1cc(S(=O)(=O)N2CCSCC2)ccc1Cl the results were HSP90 refold inh 2, HSF1 activator 18, AI-2 QS modul -4, aSyn UTR inh -12, PolyA inh inactive, GSK3B inh 1, HSF1 inh 8, GSK3A inh -3, IEC-6 cytotox 5 and KLF5 inh 0.
CCOc1ncccc1C(=O)NCCc1ccc(Cl)cc1 was read as HSP90 refold inh 1, HSF1 activator 20, AI-2 QS modul 16, aSyn UTR inh 7, PolyA inh inactive, GSK3B inh 3, HSF1 inh 8, GSK3A inh 3, IEC-6 cytotox -6 and KLF5 inh -9.
Screening COC(=O)CCC(=O)COc1ccc(OC)cc1C#N returned HSP90 refold inh 2, HSF1 activator 52*, AI-2 QS modul 24, aSyn UTR inh -44, PolyA inh inactive, GSK3B inh 2, HSF1 inh 39, GSK3A inh 3, IEC-6 cytotox -16 and KLF5 inh -82.
`COC(=O)CC1C(=O)NCCN1C(=O)Nc1ccc(Cl)cc1` (stereo unspecified) gave HSP90 refold inh 0, HSF1 activator 2, AI-2 QS modul 11, aSyn UTR inh 7, PolyA inh inactive, GSK3B inh 3, HSF1 inh 5, GSK3A inh -2, IEC-6 cytotox -5 and KLF5 inh -5.
COc1ccc(CCN2C(=O)NC(NC(=O)CCc3ccccc3)(C(F)(F)F)C2=O)cc1OC (stereo unspecified) was read as HSP90 refold inh 0, HSF1 activator -4, AI-2 QS modul 5, aSyn UTR inh 22, PolyA inh inactive, GSK3B inh -2, HSF1 inh 9, GSK3A inh 2, IEC-6 cytotox 8 and KLF5 inh 16.
Cc1ccc(C)c(S(=O)(=O)N2CCN(C(=O)C3CC3C)CC2)c1 (stereo unspecified) was read as HSF1 activator -1, AI-2 QS modul 19, aSyn UTR inh -2, PolyA inh inactive, GSK3B inh -1, HSF1 inh -3 and GSK3A inh -1.
Screening CC(C)=C1SC(N2CCCCC2)=NC1=O returned HSP90 refold inh 12, HSF1 activator -20, AI-2 QS modul 15, aSyn UTR inh -9, PolyA inh inactive, GSK3B inh -1, HSF1 inh 3, GSK3A inh -2, IEC-6 cytotox -4 and KLF5 inh -25.
Screening CCN1CCN(C(=O)C2CCN(S(=O)(=O)c3ccc(SC)cc3)CC2)CC1 returned HSP90 refold inh -1, HSF1 activator -5, AI-2 QS modul -2, aSyn UTR inh -13, PolyA inh inactive, GSK3B inh 1, HSF1 inh -2, GSK3A inh -7, IEC-6 cytotox 0 and KLF5 inh -20.
O=C(c1ccncc1)N1N=C(C2CC2)CC1(O)C(F)(F)F (stereo unspecified) was read as HSP90 refold inh -1, HSF1 activator -3, AI-2 QS modul -6, aSyn UTR inh 5, PolyA inh inactive, GSK3B inh -1, HSF1 inh -7, GSK3A inh 0, IEC-6 cytotox 2 and KLF5 inh -26.
Screening CCc1c(C)nc2ncnn2c1NCCc1ccc(OC)c(OC)c1 returned HSP90 refold inh -2, HSF1 activator 44, AI-2 QS modul 2, aSyn UTR inh 7, PolyA inh inactive, GSK3B inh -3, HSF1 inh 6, GSK3A inh -2, IEC-6 cytotox 1 and KLF5 inh -12.
CC(C)(C)c1ccc(S(=O)(=O)N2CCc3nc4ccccc4c(C(=O)O)c3C2)cc1 was read as HSP90 refold inh 0, HSF1 activator 1, AI-2 QS modul 9, aSyn UTR inh 13, PolyA inh inactive, GSK3B inh -3, HSF1 inh -3, GSK3A inh -3, IEC-6 cytotox 3 and KLF5 inh -29.
CCCCn1c(N)c(N(CCOC)C(=O)CSc2nc3ccc(C)cc3[nH]2)c(=O)[nH]c1=O was read as HSP90 refold inh 1, HSF1 activator 1, AI-2 QS modul 17, aSyn UTR inh 0, PolyA inh inactive, GSK3B inh 0, HSF1 inh -2, GSK3A inh 9, IEC-6 cytotox 1 and KLF5 inh -15.
